# Assay outcomes deposited in PubChem by National Center for Advancing Translational Sciences (NCATS).
# KB-V1 MDR tox: kills drug-selected multidrug resistant KB-V1 cells | KB-V1 MDR cells viability, CellTiter-Glo, 72 h | 400,000 tested, 3.4% active | Potency, µM (highest dose often 46.1 µM), inactives show at the highest dose activity change, negative = cytotoxicity, actives largely listed as cytotoxic; also: potency is read from the fitted curve at half-maximal effect; % is scaled to controls: 0 for no effect and ±100 for the full control effect; nearly all actives have a fitted effect of over 60% in size
#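 Compound-treated KB-V1 multidrug-resistant cells, 72 h, 37 degrees C; viability by CellTiter-Glo. Fitted qHTS curves give the values.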
# D3 ag: activates the human D3 dopamine receptor; AID 652048; D3R DiscoveRx beta-arrestin cells, luminescence, 90 min; 410,000 tested, 0.58% active; max activation, %; P35462; in the data active = max activation above about 30%; also: 0% is about no effect; mostly tested at two doses, the higher about 12 µM
# Target sequence (P35462 whole entry, looked up): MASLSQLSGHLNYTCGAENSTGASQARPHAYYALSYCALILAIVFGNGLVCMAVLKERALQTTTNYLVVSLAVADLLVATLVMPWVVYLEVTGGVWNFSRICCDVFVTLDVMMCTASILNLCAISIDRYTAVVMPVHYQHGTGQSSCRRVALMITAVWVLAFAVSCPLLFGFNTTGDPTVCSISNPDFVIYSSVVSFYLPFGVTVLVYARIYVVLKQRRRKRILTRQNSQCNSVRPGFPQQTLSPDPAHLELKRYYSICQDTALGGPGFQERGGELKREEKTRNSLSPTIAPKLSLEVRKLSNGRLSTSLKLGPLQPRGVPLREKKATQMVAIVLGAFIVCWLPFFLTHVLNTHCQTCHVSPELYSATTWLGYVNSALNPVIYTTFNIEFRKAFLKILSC
#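 Agonist mode: compounds and dopamine controls were applied to plated cells for 90 min at 37 degrees C after an overnight attachment at 1500 cells/well. Luminescent read-out followed 30 - 60 minutes at room temperature with DiscoveRx detection reagent.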
# IL1B secr inh: inflammasome signaling inhibition, IL-1 beta readout; activity change, % at 57.5 µM; THP-1 LPS/ATP IL-1B secretion, AlphaLISA, 16 h; active compounds read low; 360,000 tested, 4.7% active; in the data active = activity change below about -50%; inconclusive = mostly about -30% to -49%; also: % is scaled to controls: 0 for no effect and ±100 for the full control effect
#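 THP-1 cells pretreated 1 hr with compounds (up to 57.5 uM final), then stimulated with LPS (250 ng/mL final) plus ATP (1.25 mM final); secreted IL-1B measured by AlphaLISA after 16 hr, decreased signal indicating inhibition.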
# HEK293 tox: cytotoxic in the GLP-1 receptor inverse agonist counter-screen; Potency, µM (series often up to 38.3 µM), inactives show at the top dose activity change, negative = inhibition, actives largely listed as inhibitors; HEK293 cAMP-luciferase reporter cells, luminescence, 24 h; 410,000 tested, 0.13% active;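 also: loss of luciferase light is scored as toxicity; potency is read from the fitted curve at half-maximal effect; % is scaled to controls: 0 for no effect and ±100 for the full control effect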
#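 Quantitative HTS format, 1536 wells, 200 cells/uL seeded. Compounds: 23 nL, 24 h, 37 °C. Detection: luciferase reagent, luminescence at 12 min RT; decreased signal taken as cytotoxic.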
# SW480 rereplic: inducers of DNA re-replication in SW480 colon cancer cells; SW480 DNA re-replication, Hoechst DNA content imaging, 48 h; Potency, µM (top dose mostly 46.1 µM), inactives show at the top dose re-replication activation, usual class: activators; 340,000 tested, 1.8% active; also: potency is read from the fitted curve at half-maximal effect; % of control where 0% means no effect; nearly all actives have a fitted effect of over 55% in size
#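 Image-based read-out: total Hoechst fluorescence of nuclei (405 nm excitation, 500-530 nm emission), with hits raising the fraction of high-intensity nuclei. SW480 colon cells incubated 48 hr with compounds at 37 C.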
# KB-3-1 cytotox: KB-3-1 parental cell cytotoxicity; KB-3-1 viability, CellTiter-Glo ATP luminescence, 72 h; Potency, µM (top dose mostly 46.1 µM), inactives show top-dose activity change, negative = cytotoxic, actives largely listed as cytotoxic; 400,000 tested, 1.4% active; AID 1347075; also: potency is read from the fitted curve at half-maximal effect; % is scaled to controls: 0 for no effect and ±100 for the full control effect; nearly all actives have a fitted effect of over 60% in size
#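 Luminescent ATP read-out (CellTiter-Glo) measures survival of drug-naive KB-3-1 cells after 72 h compound exposure at 37 °C. Titration series was screened from lowest to highest concentration, with DMSO vehicle plates as background controls.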
# HT1080NT lethal: kills 2HG-producing HT-1080-NT fibrosarcoma cells; Potency, µM (highest dose often 46.1 µM), inactives show at the highest dose activity, negative = less viability, hits mostly cytotoxic; 360,000 tested, 1.6% active; HT-1080-NT fibrosarcoma viability, CellTiter-Glo ATP luminescence, 48 h; AID 686970;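 also: NT is the 2HG producing partner of a matched IDH1 knockdown line; potency is read from the fitted curve at half-maximal effect; 0% = DMSO-treated cells and -100% = media-only wells without cells; nearly all actives have a fitted effect of over 55% in size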
#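 Viability by CellTiter-Glo luminescence after 48 h compound exposure at 37C of HT-1080-NT cells (750/well, RPMI, 5% FBS). % activity scaled between DMSO wells and medium-only wells, then curve-fitted and categorized by curve class.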
# MCF10A rereplic: inducers of DNA re-replication in MCF 10A breast cells; MCF 10A DNA re-replication, Hoechst nuclear intensity, 48 h; Potency, µM (titrated, usually from 46.1 µM), for inactives: at the highest dose activity, positive = re-replication, hits mostly activators; 350,000 tested, 2.9% active; AID 624296; also: potency is read from the fitted curve at half-maximal effect; % of control where 0% means no effect; nearly all actives have a fitted effect of over 50% in size
# HT1080 IDH1KD tx: toxicity to HT-1080 IDH1 knockdown cells (counter line) | AID 686971 | Potency, µM (titrated, usually from 46.1 µM), for the others: at the highest dose activity, negative = toxicity, most hits filed as cytotoxic | HT-1080 IDH1 knockdown viability, ATP luminescence, 48 h | 360,000 tested, 2% active;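 also: potency is read from the fitted curve at half-maximal effect; 0% = DMSO wells and -100% = cell-free medium wells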
#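 Cytotoxicity counter-line: IDH1KD HT-1080, 48 h, CellTiter-Glo. Curves classed by r2, magnitude and activity.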
# Numbers without * were called inactive; ? = inconclusive; . = no result given; & = joins results of further samples; [ ] = another dose, or the depositor's remark. Unless noted, calls follow the shape of the dose curve; as a rule, active = well fitted curve in the direction sought with a large enough effect; inconclusive = small, poorly fitted or top-dose-only effect, or another doubt; inactive = no such curve, though single readings can be large; an effect the other way counts as inactive or inconclusive. This is a random part of the collection; 11% or so of the library scored in one or more.
SMILES	SW480 rereplic	D3 ag	MCF10A rereplic	HT1080 IDH1KD tx	KB-V1 MDR tox	KB-3-1 cytotox	HT1080NT lethal	IL1B secr inh	HEK293 tox
Cn1c(=O)c2c(SCC(=O)Nc3ccccc3C(F)(F)F)nc(C3CCCC3)nc2n(C)c1=O	.	8.2	.	.	0.0%	1.4%	.	.	-3.7%
O=C(CCNC(=O)c1ccc([N+](=O)[O-])cc1)N/N=C/c1ccc(F)cc1	1.1%	1.9	2.3%	2.2%	-8.3%	-5.1%	-1.7%	-3.0	5.3%
CC(C)(C)c1ccc(OCCC(=O)OCC(=O)Nc2ccc(N3CCOCC3)cc2)cc1	-7.3%	5.2	1.8%	9.4%	-1.7%	0.0%	6.6%	-4.5	-4.4%
Cc1cc(C)c(C)c(S(=O)(=O)N2CCCN(C)CC2)c1C	?	-22.5	5.7%	0.4%	-7.4%	4.2%	1.5%	-1.3	-5.0%
Cc1ccc(-c2nnn(CC(=O)N(CC(=O)NC3CCCC3)c3cnc4ccccc4c3)n2)o1	-3.2%	20.9	-10.9%	3.0%	-4.4%	6.0%	-3.1%	-1.1	-18.2%
Cc1cccc(NC(=S)N2CCCN(c3ncccc3[N+](=O)[O-])CC2)c1	1.7%	-6.2	2.6%	14.3%	-27.0%	4.3%	0.1%	-0.5	-6.4%
COCC(=O)N[C@H]1C=C[C@@H](CC(=O)NCc2ccccc2OC)O[C@@H]1CO	.	8.8	.	14.6%	8.8%	18.1%	24.2%	12.3	-1.3%
O=C(NCc1ccc(Cl)cc1)C1CCN(c2nn3cc(-c4ccc(F)cc4)nc3s2)CC1	.	5.8	.	.	-6.0%	-2.4%	.	.	2.2%
Cc1ccc(S(=O)(=O)N(C)C[C@@H]2OCc3cnnn3CCCC(=O)N([C@@H](C)CO)C[C@@H]2C)cc1	.	-1.1	.	-3.5%	15.0%	3.7%	0.1%	-16.3	9.7%
COc1ccc(-c2nnc(SCC(=O)N(C)C3CCS(=O)(=O)C3)n2CC(C)C)cc1 (stereo not drawn)	.	6.0	.	8.4%	?	11.9%	8.3%	-6.3	3.0%
Cc1cc(C)c2nc(SCC(=O)Nc3ccc(S(=O)(=O)N4CCCC4)cc3)c(C)cc2c1	-2.2%	-1.5	3.7%	-1.3%	12.0%	-4.4%	-1.3%	0.2	4.3%
CN(C)/C=N/c1ncc(C(=O)c2ccc(Cl)cc2)s1	-2.6%	0.6	2.4%	3.9%	-8.4%	-5.0%	4.1%	-16.3	-10.6%
CCOC(=O)c1ccc(N2C(=O)c3n[nH]c(-c4ccco4)c3C2c2ccc(O)cc2)cc1 (stereo not drawn)	.	-13.1	.	.	0.0%	-1.4%	.	.	-33.8%
CCc1ccc(C(=O)c2cn(CC(=O)Nc3cccc(OC)c3)c3cc4c(cc3c2=O)OCO4)cc1	.	-13.1	.	.	5.6%	-15.7%	.	.	1.1%
COc1ccccc1CNC(=O)CC(c1ccc(OC)c(OC)c1)N1Cc2ccccc2C1=O (stereo not drawn)	.	-2.1	.	.	?	0.5%	.	.	-15.4%
O=C(/C=C/c1ccco1)NC(=S)Nc1nc(-c2ccc(Cl)cc2)cs1	-1.8%	-10.7	20.6µM*	-7.7%	?	?	-1.5%	-8.3	-12.6%
Cc1ccc(S(=O)(=O)N2CCCCC2)cc1NC(=O)CCNC(=O)c1ccc([N+](=O)[O-])cc1	?	-0.4	1.7%	-2.7%	0.0%	-1.7%	-5.5%	8.0	7.6%
COC(=O)[C@]1(Cc2ccccc2)N[C@H](CN(C)C(=O)Nc2ccc(F)cc2)[C@@H]2C(=O)N(C)C(=O)[C@@H]21	-22.9%	-14.0	?	-6.6%	0.0%	0.0%	2.3%	-20.7	2.4%
CCOC(=O)C1CCN(C(=O)CSc2cc(=O)n(CC)c3ccccc23)CC1	7.4%	-21.6	?	?	?	-9.8%	-17.1%	-10.1	22.9%
O=C(CC(CC(=O)c1ccc(Cl)cc1)c1ccccc1C(=O)O)c1ccc(Cl)cc1	-3.8%	-3.7	?	-10.0%	0.2%	-15.3%	-2.0%	-0.8	5.5%

SMILES	SW480 rereplic	D3 ag	MCF10A rereplic	HT1080 IDH1KD tx	KB-V1 MDR tox	KB-3-1 cytotox	HT1080NT lethal	IL1B secr inh	HEK293 tox
COc1ccc(-c2cc(C(F)(F)F)n3nc(C(=O)N4CCN(C(=O)c5ccco5)CC4)cc3n2)cc1	-7.6%	11.1	-0.2%	6.8%	0.0%	-0.3%	16.3%	-15.4	0.5%
Cc1ccc(CNS(=O)(=O)/C=C/c2ccc3c(c2)OCO3)cc1	-5.0%	8.8	1.9%	3.5%	1.8%	4.9%	-1.4%	-5.9	-6.5%
CN(C)c1ccc(CN2CCC(C(N)=O)CC2)cc1	-98.3%[inhibitor]	-2.6	-12.0%	-1.1%	22.9%	0.8%	2.8%	2.0	4.3%
CCOc1ccccc1C1CC(=O)NC2=C1C(=O)CC(C)(C)C2 (stereo not drawn)	1.6%	5.5	-7.1%	9.4%	?	9.3%	7.2%	15.2	-10.5%
O=C(C1CCN(S(=O)(=O)c2ccc(Cl)s2)CC1)N1CCN(c2ccccc2)CC1	-5.5%	1.3	19.1%	6.3%	18.4µM*	-19.7%	-7.7%	-12.4	-5.0%
CC(=O)Cn1cnc2c(cnn2-c2ccccc2)c1=O	-22.3%	-3.5	-3.7%	-2.1%	2.7%	11.5%	-1.8%	-8.6	19.1%
CCN1C(c2ccc(F)cc2)=CS/C1=C(/C#N)c1nnc2n1-c1ccccc1SC2	.	2.0	.	5.4%	-6.5%	-15.7%	5.8%	-12.8	-1.8%
CC(NC(=O)c1ccco1)C(c1cccs1)N1CCN(c2ccccc2F)CC1 (stereo not drawn)	24.5%	-3.7	19.4%	4.8%	-21.5%	-6.7%	-27.2%	-15.1	18.1%
Cc1cc(N2CCN(c3ccc(F)cc3)CC2)n2ncnc2n1	15.2%	-11.1	-2.4%	14.4%	?	-11.8%	?	-4.7	0.4%
Cc1cccc(NC(=S)c2nc3ccccc3s2)c1	-6.0%	3.7	1.7%	0.1%	-2.9%	1.8%	4.7%	-4.7	?
Cc1nnc(NC(=O)C2CCN(S(=O)(=O)c3ccc(Cl)cc3)CC2)s1	2.8%	-2.3	-2.0%	-0.8%	-8.7%	-7.8%	-1.5%	7.0	6.6%
OCCOCCn1c(C2CCCN2c2nc(-c3ccc(F)cc3)cs2)nc2cc(Cl)c(Cl)cc21 (stereo not drawn)	9.5%	-10.7	?	?	?	?	?	-54.0*	1.1%
CC1(C)OC(=O)C2=C(C[C@@H](C3CCCCC3)O[C@@H]2c2ccc(F)cc2)O1	.	-11.4	.	1.5%	0.0%	3.8%	-15.6%	17.7	2.4%
O=C(NCc1ccco1)c1ccc2c(c1)N(Cc1ccc(Cl)cc1)CCS2	25.8%	-7.5	?	-12.3%	-26.3%	-16.6%	-12.7%	-60.2*	-1.0%
Cc1ccc(-c2nnc(COc3cccc(-n4cnnn4)c3)o2)cc1	-6.1%	-0.3	-0.9%	2.5%	?	-0.3%	-2.2%	5.3	2.9%
COc1ccc(Nc2nc(NCCO)nc(N3CCCC3)n2)cc1	-65.1%[inhibitor]	.	9.0%	.	-13.3%	0.0%	.	.	.
CN1CCN(CC(=O)C23CC4CC(CC(C4)C2)C3)CC1	-18.7%	-2.6	?	1.0%	21.0%	-7.6%	-14.5%	7.3	-3.2%
O=C(CN1C(=O)C(=O)N(Cc2ccccc2)C1=O)c1ccc[nH]1	-6.1%	3.2	-3.9%	-11.5%	-13.7%	-2.5%	0.0%	8.9	-2.4%
CS(=O)(=O)N1c2cccc3cccc(c23)S1(=O)=O	29.1%	-0.3	1.8%	-6.3%	34.2%	-5.4%	11.2%	29.2	37.9%[activator]
COc1ccc(C)cc1NS(=O)(=O)c1ccc(-c2cnc(C3CC3)o2)cc1	0.13µM*	0.7&-0.9	?	0.0073µM*	?	0.206µM*	?	55.6	-25.5%&-42.3%

# Some of the entries above, reformatted.
# Values run as follows: SW480 rereplic, D3 ag, MCF10A rereplic, HT1080 IDH1KD tx, KB-V1 MDR tox, KB-3-1 cytotox, HT1080NT lethal, IL1B secr inh, HEK293 tox
- CCOc1ccccc1C1CC(=O)NC2=C1C(=O)CC(C)(C)C2 (stereo not drawn)
→ 1.6%, 5.5, -7.1%, 9.4%, ?, 9.3%, 7.2%, 15.2, -10.5%
- O=C(C1CCN(S(=O)(=O)c2ccc(Cl)s2)CC1)N1CCN(c2ccccc2)CC1
→ -5.5%, 1.3, 19.1%, 6.3%, 18.4µM*, -19.7%, -7.7%, -12.4, -5.0%
- CC(=O)Cn1cnc2c(cnn2-c2ccccc2)c1=O
→ -22.3%, -3.5, -3.7%, -2.1%, 2.7%, 11.5%, -1.8%, -8.6, 19.1%

# Going on with the list.
SMILES	SW480 rereplic	D3 ag	MCF10A rereplic	HT1080 IDH1KD tx	KB-V1 MDR tox	KB-3-1 cytotox	HT1080NT lethal	IL1B secr inh	HEK293 tox
O=C(CCCSc1nc2ccccc2s1)Nc1nccs1	-5.7%	0.1	8.0%	-20.6%	0.0%	-3.8%	-13.6%	83.7	4.7%
Fc1ccc(NC(=S)Nc2cccnc2)c(F)c1F	-3.2%	-4.5	-7.8%	0.7%	-28.6%	0.3%	-1.1%	30.7	-12.5%
CCCNC(=O)Cn1c(=O)n(C)c2ccccc21	-11.7%	-2.7	-0.4%	4.0%	24.3%	-2.2%	9.1%	0.0	-18.3%
CCC1Oc2ccc(C)cc2N(CC(=O)NCCCN2CCCC2)C1=O (stereo not drawn)	-1.1%	-16.6	-11.5%	1.1%	22.6%	-0.8%	-6.9%	1.7	-14.5%
